# PAFAH1B2 FP inh: PAFAH1B2 (human) inhibition | P68402 | recombinant PAFAH1B2, FP-rhodamine activity probe, fluorescence polarization | inhibition, % at 3.39 µM | 1.2% of 340,000 active | AID 492953;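 active = inhibition above the mean of all tested compounds plus 3 SD, cut at about 24% in these data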;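 note: 0% = enzyme with DMSO and 100% = wells lacking PAFAH1B2; many of its hits are not listed in these tables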
# Target sequence (P68402 whole entry, looked up): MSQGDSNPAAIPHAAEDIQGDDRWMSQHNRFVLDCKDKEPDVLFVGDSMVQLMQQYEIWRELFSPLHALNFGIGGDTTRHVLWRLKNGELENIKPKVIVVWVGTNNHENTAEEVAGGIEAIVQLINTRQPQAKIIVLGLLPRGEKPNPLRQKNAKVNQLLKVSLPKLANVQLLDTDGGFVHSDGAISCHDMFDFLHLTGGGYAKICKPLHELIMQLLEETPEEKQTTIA
# PAFAH1B3 FP inh: blocks human PAF acetylhydrolase 1B catalytic subunit 3; recombinant PAFAH1B3, FP-rhodamine probe, fluorescence polarization; inhibition, % at 3.39 µM; 0.28% of 340,000 active; AID 492972;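 active = inhibition above the screen-wide average of all tested compounds plus 3 SD, cut at about 25% in these data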;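 note: 0% = enzyme with DMSO only and 100% = wells lacking PAFAH1B3 protein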
# Target sequence (Q15102 whole entry, looked up): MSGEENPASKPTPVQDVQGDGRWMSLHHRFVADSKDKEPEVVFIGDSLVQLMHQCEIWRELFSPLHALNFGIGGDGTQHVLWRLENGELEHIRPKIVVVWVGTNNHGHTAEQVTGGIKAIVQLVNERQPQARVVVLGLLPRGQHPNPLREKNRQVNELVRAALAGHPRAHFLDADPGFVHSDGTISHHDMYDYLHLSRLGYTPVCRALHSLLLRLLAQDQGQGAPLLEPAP
# * = called active by the depositor. These rows are one share of the data; the hit share may differ from the screen's.
# A first look (six entries):
SMILES,PAFAH1B2 FP inh,PAFAH1B3 FP inh
Cc1ccc(S(=O)(=O)N2CCN(C(=O)COC(=O)COc3ccc(Cl)cc3C)CC2)c(C)c1,8,7
Cn1c(O)c(C=Nc2ccc(N3CCOCC3)cc2)c(=O)n(C)c1=S,2,0
CC1=NN(C(=O)c2ccccc2Br)C(O)(c2ccc(Cl)cc2)C1 (stereo not given),0,11
C[C@H](CO)N1C[C@H](C)[C@@H](CN(C)S(=O)(=O)c2ccc(F)cc2)Oc2c(NC(=O)c3ccncc3)cccc2C1=O,2,-14
O=C(N/N=C/c1cccc(Oc2ccccc2)c1)c1ccc(O)cc1O,12,4
COc1ccc(S(=O)(=O)N2CCCCC2)cc1NC(=O)c1ccc(OC)c(OC)c1,2,4

# All compounds of this part, from the first entry:
SMILES,PAFAH1B2 FP inh,PAFAH1B3 FP inh
Cc1ccc(S(=O)(=O)N2CCN(C(=O)COC(=O)COc3ccc(Cl)cc3C)CC2)c(C)c1,8,7
Cn1c(O)c(C=Nc2ccc(N3CCOCC3)cc2)c(=O)n(C)c1=S,2,0
CC1=NN(C(=O)c2ccccc2Br)C(O)(c2ccc(Cl)cc2)C1 (stereo not given),0,11
C[C@H](CO)N1C[C@H](C)[C@@H](CN(C)S(=O)(=O)c2ccc(F)cc2)Oc2c(NC(=O)c3ccncc3)cccc2C1=O,2,-14
O=C(N/N=C/c1cccc(Oc2ccccc2)c1)c1ccc(O)cc1O,12,4
COc1ccc(S(=O)(=O)N2CCCCC2)cc1NC(=O)c1ccc(OC)c(OC)c1,2,4
COc1ccc(S(=O)(=O)N2CCOCC2)cc1NC(=O)C1CCCCN1S(=O)(=O)c1ccccc1 (stereo not given),-1,9
Cc1ccccc1C(=O)OCC(=O)NCC1COc2ccccc2O1 (stereo not given),1,5
CCCCN1C=C(C(=O)c2ccccc2)C(=O)CC1,1,5
COc1cc(N(C)C)ccc1C=c1c2ccccc2n2c1cc(-c1ccccc1)[n+]2C,-22,-30
Cn1c(N2CCCCC2)nc2c1c(=O)n(Cc1cccc(Br)c1)c(=O)n2C,2,5
N#C/C(=C(/O)c1ccc(-c2cccc([N+](=O)[O-])c2)o1)c1nc2ccccc2s1,22,9
O=C(NC1CC1)c1cccc(NC(=O)C2CCCCC2)c1,6,3
COc1ccc(S(=O)(=O)c2c[nH]c(=S)[nH]c2=O)cc1Cl,4,-4
Cc1ccc(-c2ccc(CCC(=O)O)n2-c2ccc(C(=O)O)cc2)cc1,7,4
N=C(N)SCc1ccc(Cl)c2ccccc12,3,8
N#Cc1cn(Cc2ccco2)c(=O)[nH]c1=O,7,9
[O-]C1=N[N+](=C(c2ccccc2)c2ccccc2)C1,4,0
CCCC1CC(=O)NC1(C(=O)OCC)C(=O)OCC (stereo not given),1,7
C=CCN(C(=O)CSc1nnnn1C)c1nc(-c2ccccc2)cs1,1,5
CC(C)n1ncc2c(C(=O)NCc3cccnc3)cc(C3CC3)nc21,8,-2
COC(=O)c1cc2c([nH]c1=O)CCCC2=O,1,8
Cc1c(C)[n+](=O)c(C)c(C)n1[O-],5,-8
CSc1ccc(/C=C(/NC(=O)c2ccco2)C(=O)NCc2ccco2)cc1,-3,5
CCCN1C(=O)/C(=C\C=C2\N(CC)c3ccccc3C2(C)C)SC1=S,-50,-10
CN1/C(=C/C(=O)COC(=O)C2COc3ccccc3O2)C(C)(C)c2ccccc21 (stereo not given),6,4
Cc1nc(SCC(=O)Nc2c(C)n(C)n(-c3ccccc3)c2=O)c2cnn(-c3ccccc3)c2n1,4,3
NC(=S)N1N=C(c2ccccc2)CC1=O,9,4
Cc1c(NS(=O)(=O)c2cccc(C(=O)NCc3ccccc3Cl)c2)c(=O)n(-c2ccccc2)n1C,2,6
CC(CN1CCC(n2nccc2NC(=O)CCCc2ccccc2)CC1)c1ccccc1 (stereo not given),4,-2
CC(Sc1ncccn1)C(=O)Nc1ccc2c(c1)OCCO2 (stereo not given),0,2
N#Cc1ccc(CN2CCN(C(=O)CNC(=O)Cc3cccc4ccccc34)CC2)cc1,2,8
O=C(CNC(=O)Cc1ccccc1)N=Nc1c(O)n(Cc2ccc3c(c2)OCO3)c2ccccc12,-11,-8
O=C(CNC(=O)c1ccc(Br)o1)Nc1ccc(F)c(S(=O)(=O)N2CCOCC2)c1,0,-2
O=C(NCc1ccccc1)c1cccc(NC(=O)c2ccccc2)c1,-1,18
COc1ccc(N(C)C(=O)Nc2ccc3nsnc3c2)cc1,1,10
CCCOc1ccc(C2CC(=O)Nc3cc(OC)c(OC)cc32)cc1 (stereo not given),1,6
O=C(c1ccccc1F)N1CCN(c2ccccn2)CC1,-2,6
Cc1oc2c(c(C)cc3oc(=O)c(CC(=O)NCC(=O)NCC(=O)NCC(C)O)c(C)c32)c1C (stereo not given),1,0
CC(C)NC(=O)c1cccc(NC(=O)CC2SC(N3CCCCC3)=NC2=O)c1 (stereo not given),5,4
Cc1nc2c(Br)cc(Br)cc2c(=O)n1-c1ccccc1NC1OCC(O)C(O)C1O (stereo not given),2,6
Cc1ccc(/C=N/NC(=O)Cc2ccc(Cl)cc2)c(O)c1,4,5
O=C(C1CC1c1ccccc1)N1CCN(c2cccc(Cl)c2)CC1 (stereo not given),-6,1
CCCn1c(C(O)c2ccc(C)cc2)nc2ccccc21 (stereo not given),5,15
Cc1ccc(CN2CCC(N3CC(C)OC(C)C3)CC2)cc1 (stereo not given),-1,-5
CN(C)CC(O)c1ccc(C=Cc2ccc(Cl)cc2)cc1 (stereo not given),5,4
O=c1cc(-c2nn[nH]n2)[nH]c(=O)[nH]1,1,4
CN(CC(=O)Nc1c(Cl)cccc1Cl)C(=O)c1ccc2ccccc2n1,4,-1
O=C(O)c1ccccc1Cc1ccc2c(c1)CCCC2,7,-3
CCN(CC)c1ccc(S(=O)(=O)N2CCOCC2)cc1NC(=O)COC(=O)/C=C/c1ccccc1,5,1
CCN(CC)CCCn1c(SCC(=O)NCC2CCCO2)nc2ccccc2c1=O (stereo not given),0,6
CCN(CC)c1ccc(C(=O)NNC(=O)CNC(=O)c2ccco2)cc1,6,6
Cc1ccc(S(=O)(=O)N2CCN(C(=O)CCOc3ccccc3C)CC2)cc1C,11,11
Cc1cccc(CN2CCN(CC(=O)O)C2=O)c1,2,-1
Cc1ccc2oc3c(c(=O)c2c1)C(c1cccc(Br)c1)N(Cc1ccco1)C3=O (stereo not given),7,1
Cc1ccccc1Cn1c(=O)c2c(nc3n2CCN3Cc2ccco2)n(C)c1=O,1,-2
Cc1ccc(/C=C2/SC(=S)N(CCCC(=O)Nc3ccc(O)cc3)C2=O)cc1,2,14
C=CCn1c(N)c(C(=O)OCC(C)C)c2nc3ccccc3nc21,4,13
Cc1cn(C(=O)CN2C(=O)c3ccccc3C2=O)c(C)n1,-2,-5
CC(Oc1ccc(Br)cc1Br)C(=O)Nc1cccnc1Cl (stereo not given),5,-2

# A different layout for part of the listing above:
PAFAH1B2 FP inh,PAFAH1B3 FP inh,smiles
1,4,O=c1cc(-c2nn[nH]n2)[nH]c(=O)[nH]1
2,14,Cc1ccc(/C=C2/SC(=S)N(CCCC(=O)Nc3ccc(O)cc3)C2=O)cc1
1,-2,Cc1ccccc1Cn1c(=O)c2c(nc3n2CCN3Cc2ccco2)n(C)c1=O

# Next entries follow.
SMILES,PAFAH1B2 FP inh,PAFAH1B3 FP inh
CC(=O)NC(CC(=O)Nc1cccc(S(=O)(=O)N2CCOCC2)c1)c1ccccc1 (stereo not given),9,-2
COCCn1c(SCC(=O)NC2CCCC2)nc2ccccc2c1=O,12,14
Nc1o[nH]c(=O)c1Cc1ccccc1,2,4
O=C(c1ccc(CNc2c(NC3CCCCC3)c(=O)c2=O)cc1)N1CCc2ccccc21,-5,-3
CC(CNc1ccc(Cl)cc1)(CNc1ccc(Cl)cc1)[N+](=O)[O-],2,3
CC(C)CNC(=O)C1(N2C(=O)c3ccccc3C2=O)CCCC1,4,4
O=C(CSc1nc(N2CCCCC2)nc(N2CCCCC2)n1)N1CCN(c2ccccc2)CC1,2,6
CC1CCCCC12NC(=O)N(CC(=O)N1CCN(S(=O)(=O)c3ccc4c(c3)CCC4)CC1)C2=O (stereo not given),0,0
CCOC(=O)C1CCC(=O)C1 (stereo not given),0,2
C=CCC(NCc1ccccc1)c1ccc(OC)cc1 (stereo not given),2,4
CCc1ccc(NC(=O)CSc2n[nH]c(=O)n2C2CC2)cc1,0,1
CCOc1ccc(-c2nnc3sc(-c4ccccc4OC)nn23)cc1,4,13
COc1ccccc1NS(=O)(=O)c1cc(C(=O)Nc2ccc(S(=O)(=O)Nc3onc(C)c3C)cc2)ccc1C,1,-9
COc1cc(NS(=O)(=O)c2ccc(NC(=S)NC(=O)/C=C/c3ccco3)cc2)ncn1,9,29*
O=[N+]([O-])c1ccc(S(=O)(=O)NN=Cc2ccc3c(c2)OCO3)cc1,8,4
Cc1cccc(OCc2nc(C)cc(=O)[nH]2)c1,1,-4
COC(=O)c1cccc2c(C(=O)O)cc(-c3ccccc3)nc12,3,4
CC(NC(=S)NC1CCC(C(C)(C)C)CC1)c1ccccc1 (stereo not given),14,6
CCN(CC)S(=O)(=O)c1ccc(NC(=O)CCNC(=O)c2ccccc2)cc1,6,1
CN1CCN(C2=CC3=CC(=C(C#N)C#N)CCC3CC2)CC1 (stereo not given),7,17
CC12CCC(=O)C=C1CCC1C3CC(O)C(O)(C(=O)CO)C3(C)CC(O)C12F (stereo not given),4,14
CC(=O)c1cccc(NC(=S)N2CCN(S(=O)(=O)c3ccccc3)CC2)c1,-1,2
CCn1nc(C(=O)Nc2ccc(Cl)c(S(=O)(=O)N3CCOCC3)c2)c2ccccc2c1=O,2,0
Cc1ccc(S(=O)(=O)/N=C(\N)c2ccc(Cl)cc2)cc1,8,13
Cc1c(C(=O)NCc2cccnc2)sc2ncn(CC(=O)N3CCCCC3C)c(=O)c12 (stereo not given),5,4
CC(=NNC(=S)N(Cc1ccccn1)Cc1ccccn1)c1cnccn1,3,2
COc1ccccc1NS(=O)(=O)c1ccc(C(=O)NCC(c2ccco2)N2CCCCC2)cc1 (stereo not given),-1,-8
COc1cccc(C(=O)N(C)CC(=O)Nc2ccc(F)c(F)c2F)c1,1,6
COc1ccc(-c2csc(NC(=O)C3=COCCO3)n2)cc1OC,-5,12
COc1ccccc1N1CCN(CCCCN2C(=O)C3CCCN3C2=O)CC1 (stereo not given),-6,4

# As entered above:
# Cc1ccccc1Cn1c(=O)c2c(nc3n2CCN3Cc2ccco2)n(C)c1=O – PAFAH1B2 FP inh = 1
# Cc1c(C(=O)NCc2cccnc2)sc2ncn(CC(=O)N3CCCCC3C)c(=O)c12 (stereo not given) – PAFAH1B2 FP inh = 5

# Next part:
SMILES,PAFAH1B2 FP inh,PAFAH1B3 FP inh
Cc1nnc2sc(SCC(=O)N3CCc4ccccc43)nn2c1=O,5,15
O=C(COC(=O)c1ccccc1Cl)NC1CCCCCCC1,1,0
N#C/C(C(=O)Oc1ccccc1)=C1/Nc2ccccc2-c2ccccc21,5,-8
Cc1occc1C(=O)NNC(=O)CN1C(=O)NC2(CCCCC2)C1=O,-1,8
CCOc1ccccc1C(=O)OCC(=O)Nc1cccc(S(=O)(=O)NC2=NCCCCC2)c1,0,2
C=CCN(c1ccc(OC)cc1)S(=O)(=O)c1ccc(Cl)c(C(=O)OCC(=O)c2c(N)n(C)c(=O)n(C)c2=O)c1,-5,-14
CC(=O)Nc1cccc(C(=O)OCN2C(=O)c3ccccc3C2=O)c1,-2,5
Cc1cc(C)cc(NC(=O)Nn2cnnc2)c1,5,5
Nc1ncnc2c1cnn2C1CC(O)C(CO)O1 (stereo not given),4,3
Cc1cc(C)c2c(n1)nn1c(NCCCN3CCOCC3)cc(C)nc21,1,3
O=C(Cc1ccc2c(c1)OCCO2)Nc1cc(Cl)ccc1N1CCOCC1,1,-2
CN(C)c1nc2c(N)ncnc2n1C1OC(CO)C(O)C1O (stereo not given),7,9
CCOC(=O)c1oc2nc(C(C)C)c3c(c2c1N)CC(C)(C)OC3,2,2
Cc1ccc(NC(=O)NN2CCN(C)CC2)cc1C,6,6
CCCCC(c1nnnn1CC1CCCO1)N1CCN(c2nc3ccccc3s2)CC1 (stereo not given),1,-1
Cc1nc(NCCCN2CCOCC2)c2cnn(-c3ccccc3)c2n1,8,4
CNC(=O)OCc1nc(SSC(C)(C)C)n(C)c1COC(=O)NC,7,2
CSc1ccc(C(=O)C2CCCN(C(=O)CN3CCOC3=O)C2)cc1 (stereo not given),2,-1
COc1ccc(C(=O)NC(C)c2nc3ccccc3[nH]2)cc1OC (stereo not given),0,6
CCOC(=O)c1ccccc1NC(=O)CN1C(=O)CCS(=O)(=O)c2ccccc21,2,13
Cc1cc2nc(-c3ccccn3)c(-c3ccccn3)nc2cc1C,9,0
Cn1c(N)c(C(=O)c2cc(-c3ccccn3)nc3ccccc23)c(=O)[nH]c1=O,-1,-4
CC(C)n1nnnc1SCC(=O)Nc1cccc(F)c1,8,7
Cc1cc2c(cc1C)NC(=O)CC(c1ccccc1)=N2,2,4
Cc1ccc(OC(=O)c2ccc3c(=O)n4c(nc3c2)CCC4)cc1,7,1
O=C(Nc1ccc(F)cc1F)c1ccc2c(=O)n3c(nc2c1)CCC3,3,10
O=C(OCc1cc([N+](=O)[O-])cc2c1OCOC2)c1cccnc1SC(F)F,-1,-3
CCN(C(=O)COC(=O)c1ccc2ccccc2n1)c1c(N)n(Cc2ccccc2)c(=O)[nH]c1=O,4,-3
CN(CCc1ccccc1)C(=O)c1ccc(NC(=O)Cc2ccc(NC(=O)C3CCN(C(=O)C4CCCCC4)CC3)cc2)cc1,5,11
O=C(C=Cc1cccc(Cl)c1)c1ccccc1,3,3
CCc1ccc(OCC(=O)NNCC(=O)Nc2ccc(OC)cc2)cc1,12,4
Cc1cccc(C(=O)Nc2ccccc2NC(=O)c2cccc(C)c2)c1,3,9
Cc1nc2[nH]c(=O)n(O)c(=O)c2s1,-2,1
